Bioassay records as filed in PubChem.
hcGAS inh – human cGAS inhibition; inhibition, % at 12.5 µM; Q8N884; actives 0.081% (n = 290,000); recombinant h-cGAS, ATP depletion, Kinase-Glo luminescence;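 note: 0% = vehicle reaction and 100% = reaction without DNA for no activity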
Target sequence (Q8N884 whole entry, looked up): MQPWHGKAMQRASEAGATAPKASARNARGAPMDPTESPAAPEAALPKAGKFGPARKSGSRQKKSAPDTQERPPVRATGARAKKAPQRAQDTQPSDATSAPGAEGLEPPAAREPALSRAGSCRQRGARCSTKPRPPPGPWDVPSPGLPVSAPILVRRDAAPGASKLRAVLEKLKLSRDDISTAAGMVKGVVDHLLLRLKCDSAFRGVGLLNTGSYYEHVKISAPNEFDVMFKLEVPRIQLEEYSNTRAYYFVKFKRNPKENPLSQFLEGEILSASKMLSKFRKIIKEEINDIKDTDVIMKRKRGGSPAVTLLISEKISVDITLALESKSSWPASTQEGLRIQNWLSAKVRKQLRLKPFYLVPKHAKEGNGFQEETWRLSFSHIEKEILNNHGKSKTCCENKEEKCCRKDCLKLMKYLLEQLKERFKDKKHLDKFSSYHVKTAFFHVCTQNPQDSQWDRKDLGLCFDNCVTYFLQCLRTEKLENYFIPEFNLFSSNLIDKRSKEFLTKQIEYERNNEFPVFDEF
NPYLR7 ag – mosquito NPYLR7 agonism | HEK293T NPYLR7/Galpha15, GCaMP6s calcium fluorescence | activation, % at 10 µM | actives 0.15% (n = 270,000); in the data active = activation above about 40%;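 note: 0% = vehicle and 100% = reference agonist at the receptor; some compounds past the cut are filed as inactive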
mcGAS lum – inhibitors of mouse cGAS; Q8C6L5; recombinant cGAS, Kinase-Glo ATP depletion luminescence; inhibition, % at 12.5 µM; actives 0.15% (n = 160,000);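 note: 0% = negative control wells and 100% = reference inhibitor with no enzyme activity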
* marks the source's active call; other numbers are inactive results; & = joins results of further samples. Cut-off read from the data, not from the text of the source, unless noted: active = inhibition above about 40%; inactive = the rest.

COc1cc(-c2cccs2)cc2c1OCCN(Cc1cc(=O)[nH]c(=O)[nH]1)C2 was read as hcGAS inh -10, NPYLR7 ag 8 and mcGAS lum -10.
`CSCC(=O)N1CCCC(C(=O)c2ccc(-c3ccccc3)c(F)c2)C1` (centres undefined) gave hcGAS inh -12, NPYLR7 ag 14 and mcGAS lum -12.
For Cc1nc(-c2ccc(NC(=O)NCC(C)Cn3cccn3)cc2)co1 (centres undefined) the results were hcGAS inh -6 and NPYLR7 ag 1.
For Cc1nn(CC(=O)N(C)CC(=O)Nc2ccc(Cl)c(Cl)c2)c(C)c1[N+](=O)[O-] the results were hcGAS inh -2 and NPYLR7 ag -1.
CCN(CC)Cc1cnc2c(C(=O)NC3CCc4ccccc43)cnn2c1 (centres undefined) was read as hcGAS inh -2 and NPYLR7 ag -1.
For Cc1nc(CCNC(=O)c2cc(-c3cnn(C)c3C)n[nH]2)sc1C the results were hcGAS inh -11, NPYLR7 ag 5 and mcGAS lum -11.
Screening Clc1ccc(Nc2c(-c3ccsc3)nc3ncccn23)cc1 returned hcGAS inh -7 and NPYLR7 ag 0.
CN(C(=O)CC1C(=O)NCCN1Cc1ccoc1)C1CCOCC1 (centres undefined) was read as hcGAS inh -5, NPYLR7 ag -1 and mcGAS lum -12.
For COC(=O)Cn1c(=O)c2c(nc3n2CCCN3c2cccc(Cl)c2)n(C)c1=O the results were hcGAS inh -5 and NPYLR7 ag 6.
N#CC1C(=N)Oc2nc(C(F)(F)F)[nH]c2C1c1cccnc1 (centres undefined) was read as hcGAS inh -10 and NPYLR7 ag 0.
For Cc1nn(Cc2ccc(F)cc2)c2sc(C(=O)NCCCN3CCOCC3)cc12 the results were hcGAS inh -8, NPYLR7 ag 1 and mcGAS lum -8.
Screening O=C(O)COc1cccc(CN2CCOC(c3ccc(F)cc3)C2)c1 (centres undefined) returned hcGAS inh -5, NPYLR7 ag 5 and mcGAS lum -10.
CCOc1ccc(C2(CNc3ccc(C#N)cn3)CCOCC2)cc1 was read as hcGAS inh -9 and NPYLR7 ag -6.
Screening CCCCS(=O)(=O)N1CCC(c2nc(-c3ccccc3F)no2)CC1 returned hcGAS inh 0, NPYLR7 ag 2 and mcGAS lum -5.
Screening CCOC(=O)c1cc(-c2cccc(NC(=O)c3cnn(C)c3Cl)c2)n(-c2ccccn2)n1 returned hcGAS inh -5, NPYLR7 ag 23 and mcGAS lum -6.

Overlap with the part before: two compounds, followed by the next part.
Screening CCCCS(=O)(=O)N1CCC(c2nc(-c3ccccc3F)no2)CC1 returned hcGAS inh 0, NPYLR7 ag 2 and mcGAS lum -5.
Screening CCOC(=O)c1cc(-c2cccc(NC(=O)c3cnn(C)c3Cl)c2)n(-c2ccccn2)n1 returned hcGAS inh -5, NPYLR7 ag 23 and mcGAS lum -6.
O=C(Nc1ccc(Cl)c2ncsc12)c1ccc(Br)s1 was read as hcGAS inh -1 and NPYLR7 ag 3.
Screening COC(=O)c1c(C)c(C(=O)CN(CC2CCCO2)S(=O)(=O)c2cc(Cl)ccc2Cl)c(C)n1C (centres undefined) returned hcGAS inh -4 and mcGAS lum 0.
Screening CCn1cc(NC(=O)N2CCN(c3ncc(Cl)cc3Cl)CC2)cn1 returned hcGAS inh -3 and NPYLR7 ag 2.
Screening Cc1noc(C)c1COc1ccccc1C(=O)N1CCC(C)(O)C1 (centres undefined) returned hcGAS inh -12, NPYLR7 ag 10 and mcGAS lum -9.
Screening O=S(=O)(c1cccs1)N1CCN(c2ccc(-c3cccnc3)nn2)CC1 returned hcGAS inh -5 and NPYLR7 ag 0.
CC1=Nn2c(Cn3c(C)nc4ccccc43)nnc2SC1 was read as hcGAS inh -5, NPYLR7 ag 3 and mcGAS lum -6.
For O=C(CCn1cnc2ccccc2c1=O)N1Cc2cnn(CCO)c2C1 the results were hcGAS inh 0 and NPYLR7 ag 9.
`CCCCN(C)C(=O)c1cc(C2CC2)nc2c1nc1n2CCCCC1` gave hcGAS inh -3 and NPYLR7 ag 9.
For COc1ccc(OC)c(CN2CCN(c3ncnc4[nH]ccc34)CC2)c1 the results were hcGAS inh -5 and NPYLR7 ag 0.
Cc1cc(C)n(Cc2ccc(C(=O)N3CCCC(O)(CO)C3)cc2)n1 (centres undefined) was read as hcGAS inh -2 and NPYLR7 ag 3.
For O=C(CCC1CCN(CCCC(F)(F)F)CC1)Nc1ccccc1Cl the results were hcGAS inh -3 and NPYLR7 ag 3.
Screening COc1cc2c(cc1OC)C1CN(S(=O)(=O)c3c(F)cc(F)cc3F)CC(=O)N1CC2 (centres undefined) returned hcGAS inh -3, NPYLR7 ag 1 and mcGAS lum -6.
`COC(=O)NCC(=O)N1CCc2cc(Cl)cc(Cl)c2C1` gave hcGAS inh -11&-9 and NPYLR7 ag 1&-24.
Screening CC(=O)COc1ccccc1-n1c(C)c(C)n2c3c(=O)n(C)c(=O)n(C)c3nc12 returned hcGAS inh 1 and NPYLR7 ag -2.
O=C(c1ccccc1C1CCNC1)N1CCS(=O)(=O)CC1 (centres undefined) was read as hcGAS inh 0 and NPYLR7 ag 18.

Structural class, the entries above with two or more sulfur atoms (2)
O=C(Nc1ccc(Cl)c2ncsc12)c1ccc(Br)s1 was read as hcGAS inh -1 and NPYLR7 ag 3.
Screening O=S(=O)(c1cccs1)N1CCN(c2ccc(-c3cccnc3)nn2)CC1 returned hcGAS inh -5 and NPYLR7 ag 0.

The listing continues.
Cc1cccc(Nc2ccc(C(=O)O)cc2[N+](=O)[O-])c1 was read as hcGAS inh 3 and NPYLR7 ag -5.
For C=CCNC(=O)CSc1cc([N+](=O)[O-])cc(S(=O)(=O)Cc2ccccc2)c1 the results were hcGAS inh 5 and NPYLR7 ag 1.
For CN(Cc1nccn1C)CC1CCN(CCc2ccc(Cl)cc2)CC1 the results were hcGAS inh -1 and NPYLR7 ag 6.
`Oc1ccc(Br)cc1C=Nn1cc(-c2ccccc2)[nH]c1=S` gave hcGAS inh -2 and NPYLR7 ag -8.
For CCCC(=O)N1CCC(N2CCN(c3nccc(NCC)n3)CC2)CC1 the results were hcGAS inh -1 and NPYLR7 ag 21.
`O=C(CCC1CCCO1)NCC(=O)N1CCN(c2ccc(Cl)cc2)CC1` (centres undefined) gave hcGAS inh -4 and NPYLR7 ag 1.
Screening Cc1ccc(CN(C)C(=O)c2[nH]nc(N)c2-c2ccccc2)o1 returned hcGAS inh -7 and NPYLR7 ag -11.
For CN1CCN(C(=O)c2ccccc2NC(=O)c2cccnc2)CC1 the results were hcGAS inh 1, NPYLR7 ag -13 and mcGAS lum -4.
Screening COc1cccc(CN2CCn3nc(C(=O)NCCCN4CCCCC4C)cc3C2=O)c1 (centres undefined) returned hcGAS inh -2, NPYLR7 ag 11 and mcGAS lum -4.
Screening CCN1CCCC(C(=O)Nc2ccc(-c3cccc(OC)c3)cc2)C1 (centres undefined) returned hcGAS inh 1 and NPYLR7 ag -3.
Screening O=c1[nH]c(-c2ccc(Cn3cccn3)cc2)nc2ccsc12 returned hcGAS inh 3, NPYLR7 ag -5 and mcGAS lum 5.
Nc1cc(-c2ccc(Cl)c(Cl)c2)nn1-c1ccc(C(=O)NCC2CCCCC2)cc1 was read as hcGAS inh -3, NPYLR7 ag 7 and mcGAS lum -5.
Screening Cc1ccc(S(=O)(=O)NCc2nnnn2-c2ccc(C)c(C)c2)cc1 returned hcGAS inh -7, NPYLR7 ag -3 and mcGAS lum -7.
`Clc1cncc(OC/C=C/COc2cncc(Cl)c2)c1` gave hcGAS inh 9 and NPYLR7 ag 5.
CCOC(=O)c1nc2cc(C)c(C)cc2nc1N1CCN(C(=O)c2snnc2C)CC1 was read as hcGAS inh -8, NPYLR7 ag 6 and mcGAS lum -5.
CCn1c(C)cc(O)c(C(c2ccccc2Cl)N2CCN(C)CC2)c1=O (centres undefined) was read as hcGAS inh -1 and NPYLR7 ag 1.
Screening OCC(O)C(O)C(O)C(O)/C=N\Nc1nc(N2CCOCC2)nc(N2CCOCC2)n1 (centres undefined) returned hcGAS inh -8, NPYLR7 ag -2 and mcGAS lum -7.
For FC(F)(F)c1ccc2n[nH]c(=S)n2c1 the results were hcGAS inh 3 and NPYLR7 ag 4.
Screening COc1ccc(S(=O)(=O)N(Cc2ccco2)Cc2nccn2Cc2cc(C)ccc2C)cc1 returned hcGAS inh -7, NPYLR7 ag 20 and mcGAS lum -4.
For O=c1ccc(-c2ccco2)nn1CCCNS(=O)(=O)c1cccs1 the results were hcGAS inh -1 and NPYLR7 ag -5.
CC(C)Oc1ccc(S(=O)(=O)N2CCCCC2)cc1NC(=O)CCl was read as hcGAS inh -9 and NPYLR7 ag -11.
For O=C1CCC2(CCN1)CCN(C(=O)Cc1cn3ccsc3n1)CC2 the results were hcGAS inh -2, NPYLR7 ag 1 and mcGAS lum -14.
For CC(C)CN(CC(=O)N(CCc1ccccc1)Cc1ccco1)C(=O)COc1ccc(Cl)cc1 the results were hcGAS inh -7, NPYLR7 ag 1 and mcGAS lum -4.
CCN(CC)CCCNC(=O)c1cc(N2CCOCC2)nc2ccccc12 was read as hcGAS inh -5 and NPYLR7 ag 29.
CCc1ccc(-c2ccc(SCC(=O)Nc3ccc(C(C)=O)cc3)nn2)cc1 was read as hcGAS inh 0, NPYLR7 ag 1 and mcGAS lum -8.
For C=CCn1c(CN2CCC3(CCOCC3)CC2)nc2ccccc21 the results were hcGAS inh -2 and NPYLR7 ag 3.
Screening OCC#CCSc1cccc2cccnc12 returned hcGAS inh 3 and NPYLR7 ag -1.
Screening CC(C)(C(=O)NCc1ccn[nH]1)c1cccc(Br)c1 returned hcGAS inh -16&-7, NPYLR7 ag 5&10 and mcGAS lum -14.
Screening CCOC(=O)Cc1c(C)nc2ncnn2c1N1CCN(C(=O)[C@@]23CC[C@@](C)(C(=O)O2)C3(C)C)CC1 returned hcGAS inh 5 and mcGAS lum 1.
For N#Cc1ccccc1N1CCC(NC(=O)C2CC2c2ccccc2)CC1 (centres undefined) the results were hcGAS inh -9, NPYLR7 ag -6 and mcGAS lum -17.
Screening Cc1noc(C)c1CC(=O)NCCN1Cc2ccccc2OC(c2ccsc2)C1 (centres undefined) returned hcGAS inh 5, NPYLR7 ag -1 and mcGAS lum -14.
CCc1ccc2oc(Br)c(CC(=O)O)c2c1 was read as hcGAS inh -2, NPYLR7 ag -7 and mcGAS lum -7.
COc1ccc2oc(=N)c(C(=O)Nc3ccc(C)cc3)cc2c1 was read as hcGAS inh -2, NPYLR7 ag -10 and mcGAS lum -5.
CC(C(=O)Nc1cccc(Cl)c1Cl)N1CCN(S(=O)(=O)Cc2ccccc2)CC1 (centres undefined) was read as hcGAS inh -12, NPYLR7 ag 6 and mcGAS lum -19.
For COc1ccc(NC(=O)N2CCc3cc(OC)c(OC)cc3C2c2cccc(C(F)(F)F)c2)c(C)c1 (centres undefined) the results were hcGAS inh 3, NPYLR7 ag 10 and mcGAS lum 2.
For CCN(C(=O)c1ccc(C)c(-n2cccc2)c1)C1CCCC1 the results were hcGAS inh -1 and NPYLR7 ag 2.
`CCc1ccc(-c2nc(C(N)=O)c3[nH]c(=O)n(-c4ccc(C(C)(C)C)cc4)c3n2)cc1` gave hcGAS inh -6, NPYLR7 ag -4 and mcGAS lum -6.
`Cc1cn2c3c(=O)n(C)c(=O)n(C)c3nc2n1CCCc1ccccc1` gave hcGAS inh 0 and NPYLR7 ag -10.
`COc1ccc(NC(=O)CSc2nc3c(-c4ccccc4)c[nH]c3c(=O)n2C(C)C)c(OC)c1` gave hcGAS inh -3, NPYLR7 ag -1 and mcGAS lum -7.
CC(C)NC(=O)NC(=O)C(C)OC(=O)c1ccc(C2SCCS2)cc1 (centres undefined) was read as hcGAS inh -5, NPYLR7 ag 13 and mcGAS lum -4.
Screening O=C(NCCc1ccccn1)C1CCCCC1C(=O)N1CCc2c([nH]c3ccccc23)C1 (centres undefined) returned hcGAS inh -6 and NPYLR7 ag -7.
CCN1/C(=c2/s/c(=C3\SC(=S)N(N)C3=O)n(-c3ccccc3)c2=O)C=Cc2cc(C)ccc21 was read as hcGAS inh -14 and NPYLR7 ag -12.
For COCCOc1nc(-c2ccccc2F)n(-c2cccc(NC(=O)Nc3ccc(OC)cc3)c2)n1 the results were hcGAS inh -2 and mcGAS lum -4.
`O=C1[C@@H]2C[C@H](O)CCN2C(=O)CN1Cc1ccccc1C(F)(F)F` gave hcGAS inh -2 and NPYLR7 ag 4.
`C=CCN=c1scc(-c2ccco2)n1N=Cc1ccc(O)c(O)c1O` gave hcGAS inh -14, NPYLR7 ag 15 and mcGAS lum -9.
For Cn1c(CSCCCOc2ccc(Cl)cc2)cc(=O)n(C)c1=O the results were hcGAS inh -6 and NPYLR7 ag -1.
Cc1ccc(C)n1-c1sc2c(c1C#N)CCC(C)C2 (centres undefined) was read as hcGAS inh -8, NPYLR7 ag 1 and mcGAS lum -6.
Screening Cc1ccc(OCC(=O)Nn2cnc3c(cnn3-c3ccccc3)c2=O)cc1 returned hcGAS inh -11 and NPYLR7 ag 3.
For Cc1cccc2nc(COc3ccc(S(=O)(=O)c4ccccc4)cc3)cc(=O)n12 the results were hcGAS inh -6 and NPYLR7 ag 13.
Screening O=C(O)c1ccsc1 returned hcGAS inh -2 and NPYLR7 ag 0.
CCSc1nsc(SCC)c1C(N)=O was read as hcGAS inh 0, NPYLR7 ag 22 and mcGAS lum -2.

Structures shown so far that contain an aryl thioether with sulfur outside any ring (5):
For C=CCNC(=O)CSc1cc([N+](=O)[O-])cc(S(=O)(=O)Cc2ccccc2)c1 the results were hcGAS inh 5 and NPYLR7 ag 1.
CCc1ccc(-c2ccc(SCC(=O)Nc3ccc(C(C)=O)cc3)nn2)cc1 was read as hcGAS inh 0, NPYLR7 ag 1 and mcGAS lum -8.
Screening OCC#CCSc1cccc2cccnc12 returned hcGAS inh 3 and NPYLR7 ag -1.
`COc1ccc(NC(=O)CSc2nc3c(-c4ccccc4)c[nH]c3c(=O)n2C(C)C)c(OC)c1` gave hcGAS inh -3, NPYLR7 ag -1 and mcGAS lum -7.
CCSc1nsc(SCC)c1C(N)=O was read as hcGAS inh 0, NPYLR7 ag 22 and mcGAS lum -2.

Random draw from the library. Share with any hit: about 0.27%.
